Rac1 GTP hydrolysis: MgcRacGAP GTPase-activating activity inhibitors, confirmation, biochemical, ADP Hunter fluorescence. Rac GTPase-activating protein 1 (Homo sapiens). MgcRacGAP-stimulated Rac1 GTP hydrolysis, ADP Hunter fluorescence; higher % means a stronger effect; GST-tagged Rac1 F28L mutant substrate. one-dose inhibition, % at 30 µM; IC50 in µM for titrated hits. 340,000 compounds, 0.6% hits. AID 624330, 2012;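 active = first-screen hits whose inhibition reached a set limit at any dose in the follow-up dose series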;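 note: fluorescence reports GDP produced by GAP-driven GTP hydrolysis; strong numbers were not always called active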
Dengue-2 NS5 capping: Dengue-2 NS5 methyltransferase inhibitors, primary screen, biochemical, confirmation dose response (AID 588689); Genome polyprotein (Dengue virus type 2 (strain 16681-PDK53)); Dengue-2 NS5 methyltransferase capping enzyme assay, biochemical; higher % means a stronger effect; inhibition, % at 25 µM, or IC50 in µM where a hit was titrated; 340,000 compounds, 0.3% hits; in the data active = a potency from the dose series
Numbers without * were called inactive. Only part of the results is shown; rates above refer to the full screens.

Screening O=C(NCc1ccccc1F)C1CC(=O)N(Cc2ccco2)C1 (stereo unspecified) returned Rac1 GTP hydrolysis -4% and Dengue-2 NS5 capping 0%.
Cc1cccc(NC(=O)COC(=O)CN2C(=O)c3ccccc3C2=O)c1 was read as Rac1 GTP hydrolysis 5% and Dengue-2 NS5 capping 3%.
COc1cc(C(C)=O)ccc1OC(=O)N1CCOCC1 was read as Rac1 GTP hydrolysis 4% and Dengue-2 NS5 capping -3%.
Nn1c(SCC(=O)N2CCCC2)nnc1-c1cccs1 was read as Rac1 GTP hydrolysis 18% and Dengue-2 NS5 capping 1%.
Screening COc1ccc(N2CCN(C(=O)COC(=O)c3nc(Cl)ccc3Cl)CC2)cc1 returned Rac1 GTP hydrolysis 22% and Dengue-2 NS5 capping -1%.
COc1ccc(OC)c(-c2nn(-c3ccccc3)cc2C(=O)NC2(C)CCS(=O)(=O)C2)c1 (stereo unspecified) was read as Rac1 GTP hydrolysis 12% and Dengue-2 NS5 capping 2%.
For Cn1c(=O)n(C)c2cc(NC(=O)c3ccccc3)ccc21 the results were Rac1 GTP hydrolysis 8% and Dengue-2 NS5 capping -7%.
`CCN1CCN(C(=O)c2ccc(CS(=O)(=O)Cc3ccccc3Cl)o2)CC1` gave Rac1 GTP hydrolysis 6% and Dengue-2 NS5 capping 3%.
Screening Cc1ccc(OCC(=O)Nc2cc(Cl)ccc2-n2cncn2)c(C)c1 returned Rac1 GTP hydrolysis 23% and Dengue-2 NS5 capping -1%.
Screening Nc1ccn(CCCNC2CCN(Cc3ccccc3)CC2)c(=O)n1 returned Rac1 GTP hydrolysis 13% and Dengue-2 NS5 capping 2%.
O=C1NC(Cc2ccccc2)c2nc3cc(Cl)ccc3c(=O)n2-c2ncccc21 (stereo unspecified) was read as Rac1 GTP hydrolysis 2% and Dengue-2 NS5 capping 5%.
`COc1ccc(S(=O)(=O)N2CCOCC2)cc1NC(=O)C1CC(=O)N(c2ccc3c(c2)OCCO3)C1` (stereo unspecified) gave Rac1 GTP hydrolysis 9% and Dengue-2 NS5 capping 7%.
CCOC(=O)C1CCc2c(ccc3ccccc23)N1CCC#N (stereo unspecified) was read as Rac1 GTP hydrolysis 4% and Dengue-2 NS5 capping 3%.
`CSc1nsc(SC)c1-c1ccc(Cl)cc1` gave Rac1 GTP hydrolysis 6% and Dengue-2 NS5 capping -1%.
Cc1ccc(S(=O)(=O)N2CC3(O)CN(C(=O)OC(C)C)N(C(=O)OC(C)C)CC3(OC(=O)NCc3ccco3)C2)cc1 (stereo unspecified) was read as Rac1 GTP hydrolysis 10% and Dengue-2 NS5 capping -4%.
`C[C@H]1CNC(=O)c2c(C(=O)Nc3cccc(Cl)c3)ncn21` gave Rac1 GTP hydrolysis 6% and Dengue-2 NS5 capping -5%.
For CCCCCCNC(=O)O[C@@]12CN(S(=O)(=O)c3ccc(C)cc3)C[C@]1(O)Cn1c(=O)n(CCCCCC)c(=O)n1C2 the results were Rac1 GTP hydrolysis 9% and Dengue-2 NS5 capping -6%.
Screening O=C1C=CN(C2OC(CO)C(O)C2O)C(=O)C1 (stereo unspecified) returned Rac1 GTP hydrolysis 3% and Dengue-2 NS5 capping -4%.
`COC(=O)C=CSC(=S)C1CCCC1=N` (stereo unspecified) gave Rac1 GTP hydrolysis 7% and Dengue-2 NS5 capping 3%.
For COC(=O)c1ccc(CNC(=O)c2ccc(OC)c(S(=O)(=O)NC3CC3)c2)cc1 the results were Rac1 GTP hydrolysis 2% and Dengue-2 NS5 capping -7%.
Screening C[C@H](CO)N1C[C@H](C)[C@@H](CN(C)Cc2cccc(O)c2)OCc2cnnn2CCCC1=O returned Rac1 GTP hydrolysis 3% and Dengue-2 NS5 capping -9%.
`CC(=O)N(C)C[C@@H]1Oc2ncc(Br)cc2C(=O)N([C@H](C)CO)C[C@@H]1C` gave Rac1 GTP hydrolysis 14% and Dengue-2 NS5 capping -1%.
`COc1ccc(CCN2CC(C(=O)NCCCc3ccncc3)CCC2=O)cc1` (stereo unspecified) gave Rac1 GTP hydrolysis -5% and Dengue-2 NS5 capping -6%.
Screening CC1=C(C(=O)N2CCOCC2)CC(CC(=O)NC2CCCC2)C(=O)N1Cc1ccc(F)cc1 (stereo unspecified) returned Rac1 GTP hydrolysis 14% and Dengue-2 NS5 capping 2%.
`CCCCn1c(N)c(N(C)C(=O)CCCn2c(=O)oc3ccccc32)c(=O)[nH]c1=O` gave Rac1 GTP hydrolysis 11% and Dengue-2 NS5 capping 0%.
NS(=O)(=O)c1ccc(CCNC(=O)c2cccc(S(=O)(=O)N3CCc4ccccc43)c2)cc1 was read as Rac1 GTP hydrolysis 16% and Dengue-2 NS5 capping 5%.
`Cc1ccc(OCC(=O)NNC(=O)c2ccc(F)c(S(=O)(=O)N3CCOCC3)c2)cc1C` gave Rac1 GTP hydrolysis 8% and Dengue-2 NS5 capping 0%.
For CC1=C(C(=O)N(C)C)CC(CC(=O)NCCc2ccccn2)C(=O)N1Cc1ccc(F)cc1 (stereo unspecified) the results were Rac1 GTP hydrolysis 4% and Dengue-2 NS5 capping 2%.
For COc1ccc(CN2C(=O)c3ccccc3C2=O)cc1C(=O)N(C)CC(=O)Nc1ccc(C)cc1 the results were Rac1 GTP hydrolysis 10% and Dengue-2 NS5 capping -2%.
Screening CC(=O)Nc1cccc(NS(=O)(=O)c2ccc3c(c2)CCC(=O)N3)c1 returned Rac1 GTP hydrolysis 6% and Dengue-2 NS5 capping -1%.
Screening COc1ccc(C(=O)OCc2cc(=O)oc3c(C)c(C)ccc23)cc1S(=O)(=O)N1CCOCC1 returned Rac1 GTP hydrolysis 18% and Dengue-2 NS5 capping 8%.
O=C(OCc1cn([C@H]2CN(C(=O)c3cccs3)[C@@H](c3ccc(Cl)cc3)C[C@@H]2O)nn1)c1ccccc1 was read as Rac1 GTP hydrolysis 2% and Dengue-2 NS5 capping -10%.
Screening CCC[C@H]1CN(c2ccc(Br)cc2)C(=O)[C@@H]1CC(=O)Nc1ccccc1 returned Rac1 GTP hydrolysis 3% and Dengue-2 NS5 capping -7%.
`Oc1ccccc1C1=NC(c2ccccc2)NC(c2ccccc2)C1` (stereo unspecified) gave Rac1 GTP hydrolysis 1% and Dengue-2 NS5 capping -8%.
CC1(C)OC(=O)C2=C(CC(CCc3ccccc3)OC2c2ccccc2)O1 (stereo unspecified) was read as Rac1 GTP hydrolysis 8% and Dengue-2 NS5 capping 5%.
For CC(C)CSCC1OC(n2cnc3c(N)nccc32)C(O)C1O (stereo unspecified) the results were Rac1 GTP hydrolysis 4% and Dengue-2 NS5 capping -3%.
O=C1OC(c2ccccc2)(c2ccccc2)c2ccsc21 was read as Rac1 GTP hydrolysis 9% and Dengue-2 NS5 capping -1%.
`CCC/C=C/c1ccc(CN2C(CC(C)C)C(=O)N(Cc3cn(CCC4OCCCO4)nn3)CCS2(=O)=O)cc1` (stereo unspecified) gave Rac1 GTP hydrolysis 4% and Dengue-2 NS5 capping -2%.
COc1ccccc1CN(C)C[C@H]1OCc2cnnn2CCCC(=O)N([C@H](C)CO)C[C@@H]1C was read as Rac1 GTP hydrolysis 10% and Dengue-2 NS5 capping -3%.
For CC(C)C1C(=O)N(Cc2cn(CC3CCCCC3)nn2)CCS(=O)(=O)N1Cc1ccc(-c2ccc(F)nc2)cc1 (stereo unspecified) the results were Rac1 GTP hydrolysis 13% and Dengue-2 NS5 capping 1%.
Screening C[C@@H]1CN([C@H](C)CO)C(=O)c2c(c3ccccc3n2C)-c2ccccc2CO[C@H]1CN(C)Cc1ccc(C(F)(F)F)cc1 returned Rac1 GTP hydrolysis 1% and Dengue-2 NS5 capping -5%.
CN(Cc1ccccc1)C(=O)C(=O)c1c[nH]c2ccccc12 was read as Rac1 GTP hydrolysis 12% and Dengue-2 NS5 capping 1%.
COc1ccc(CN(CCCn2cnc3c(OC)ncnc32)CCCn2cnc3c(OC)ncnc32)cc1 was read as Rac1 GTP hydrolysis 15% and Dengue-2 NS5 capping -6%.
`COCCn1c(N)c(N(Cc2ccccc2)C(=O)C(C)Oc2ccc(Br)cc2)c(=O)[nH]c1=O` (stereo unspecified) gave Rac1 GTP hydrolysis 11% and Dengue-2 NS5 capping -1%.
For O=C(Nc1ccn(CCCN2CCN(c3ccccc3)CC2)c(=O)n1)OCc1ccccc1 the results were Rac1 GTP hydrolysis 12% and Dengue-2 NS5 capping 4%.
Screening Cc1ccc(NC(=O)CSCC(=O)N(C)Cc2c(F)cccc2Cl)cc1 returned Rac1 GTP hydrolysis 7% and Dengue-2 NS5 capping 1%.
CCN(CC)C(=O)C1=C(C)N(CCC2=CCCCC2)C(=O)C(CC(=O)NCCCN(C)C)C1 (stereo unspecified) was read as Rac1 GTP hydrolysis 14% and Dengue-2 NS5 capping 4%.
`CN(CCCn1ccc(NC(=O)OCc2ccccc2)nc1=O)Cc1ccco1` gave Rac1 GTP hydrolysis 12% and Dengue-2 NS5 capping 3%.

Continued; the last 4 above are carried over.
For O=C(Nc1ccn(CCCN2CCN(c3ccccc3)CC2)c(=O)n1)OCc1ccccc1 the results were Rac1 GTP hydrolysis 12% and Dengue-2 NS5 capping 4%.
Screening Cc1ccc(NC(=O)CSCC(=O)N(C)Cc2c(F)cccc2Cl)cc1 returned Rac1 GTP hydrolysis 7% and Dengue-2 NS5 capping 1%.
CCN(CC)C(=O)C1=C(C)N(CCC2=CCCCC2)C(=O)C(CC(=O)NCCCN(C)C)C1 (stereo unspecified) was read as Rac1 GTP hydrolysis 14% and Dengue-2 NS5 capping 4%.
`CN(CCCn1ccc(NC(=O)OCc2ccccc2)nc1=O)Cc1ccco1` gave Rac1 GTP hydrolysis 12% and Dengue-2 NS5 capping 3%.
Screening Nc1nc(-c2ccccc2)c(CC(=O)O)s1 returned Rac1 GTP hydrolysis -8% and Dengue-2 NS5 capping -5%.
Screening Cc1cc(Nc2ccc(C)c(C)c2)n2ncnc2n1 returned Rac1 GTP hydrolysis 5% and Dengue-2 NS5 capping 4%.
Screening C[C@@H]1CN([C@@H](C)CO)C(=O)c2cc(C#Cc3ccccc3)cnc2O[C@@H]1CN(C)Cc1ccccn1 returned Rac1 GTP hydrolysis 14% and Dengue-2 NS5 capping 8%.
COC(=O)C[C@H]1C[C@H]2c3cc(NS(=O)(=O)c4ccc(OC)cc4)ccc3O[C@H]2[C@H](CO)O1 was read as Rac1 GTP hydrolysis 10% and Dengue-2 NS5 capping -8%.
Screening COc1ccc(C(C)=O)c(OCC(=O)NCCC2=CCCCC2)c1 returned Rac1 GTP hydrolysis -4% and Dengue-2 NS5 capping -6%.
`Cc1cc(C)n(-c2ccc(C(=O)N3CCN(S(=O)(=O)c4ccc(Br)cc4Cl)CC3)cc2)n1` gave Rac1 GTP hydrolysis 15% and Dengue-2 NS5 capping 1%.
Screening Cc1ccc([C@H]2C[C@@H](O)[C@H](n3cc(-c4ccc(F)cc4)nn3)CN2C(=O)C2CCCCC2)cc1 returned Rac1 GTP hydrolysis 13% and Dengue-2 NS5 capping -8%.
`CC(C)(C)OC(=O)N1CCC(NC(=O)c2[nH]cnc2C(=O)Nc2ccccc2F)CC1` gave Rac1 GTP hydrolysis 12% and Dengue-2 NS5 capping 5%.
For COc1ccccc1S(=O)(=O)N(C)C[C@H]1OCc2cnnn2CCCC(=O)N([C@H](C)CO)C[C@@H]1C the results were Rac1 GTP hydrolysis 7% and Dengue-2 NS5 capping -6%.
`COCCn1c(=S)[nH]c2cc(C(=O)N3CCN(C4CCCCC4)CC3)ccc2c1=O` gave Rac1 GTP hydrolysis 11% and Dengue-2 NS5 capping -6%.
Screening CSc1ncnc2c1ncn2CCCN1CCN(C(=O)C2CC2)CC1 returned Rac1 GTP hydrolysis 18% and Dengue-2 NS5 capping 1%.
Screening COc1ccc(C2CC(=O)Nc3cc(OC)c(OC)cc32)cc1 (stereo unspecified) returned Rac1 GTP hydrolysis 14% and Dengue-2 NS5 capping 2%.

The final 2 records of the section before come first, to join the parts:
Screening CSc1ncnc2c1ncn2CCCN1CCN(C(=O)C2CC2)CC1 returned Rac1 GTP hydrolysis 18% and Dengue-2 NS5 capping 1%.
Screening COc1ccc(C2CC(=O)Nc3cc(OC)c(OC)cc32)cc1 (stereo unspecified) returned Rac1 GTP hydrolysis 14% and Dengue-2 NS5 capping 2%.
Screening Cc1ccc(N(CC(=O)NC(C)C)C(=O)CCC(=O)Nc2ccccn2)c(C)c1 returned Rac1 GTP hydrolysis 8% and Dengue-2 NS5 capping -7%.
For Cc1ccc(Nc2nc(C)cc(C)c2C#N)c(C)c1 the results were Rac1 GTP hydrolysis 17% and Dengue-2 NS5 capping 3%.
C[C@H](CO)N1C[C@H](C)[C@@H](CN(C)S(=O)(=O)c2ccccc2)OCc2cnnn2CCCC1=O was read as Rac1 GTP hydrolysis 14% and Dengue-2 NS5 capping -5%.
Screening Cc1cccc(OCC(=O)Nc2ccc(C(=O)Nc3ccccc3C(=O)O)cc2)c1 returned Rac1 GTP hydrolysis 9% and Dengue-2 NS5 capping -1%.
COc1ccc(Oc2c(OC)cc(NCc3ccc(CN)cc3)c3ncccc23)cc1 was read as Rac1 GTP hydrolysis 12% and Dengue-2 NS5 capping 13%.
`CC(C)(C)NC(=S)N1CCC2CC1c1c(Cl)cccc12` (stereo unspecified) gave Rac1 GTP hydrolysis 8% and Dengue-2 NS5 capping 2%.
Screening C[C@H]1CN([C@@H](C)CO)C(=O)CCCn2nncc2CO[C@@H]1CN(C)S(=O)(=O)c1ccccc1 returned Rac1 GTP hydrolysis 16% and Dengue-2 NS5 capping -4%.
O=C(O)c1ccccc1Cc1ccc(F)c2ccccc12 was read as Rac1 GTP hydrolysis 8% and Dengue-2 NS5 capping -4%.
CC(C)COC(=O)N(C)C[C@H]1OCc2cnnn2CCCC(=O)N([C@H](C)CO)C[C@@H]1C was read as Rac1 GTP hydrolysis 7% and Dengue-2 NS5 capping -4%.

Assay outcomes as filed in PubChem.
